# Screening data deposited in PubChem by National Center for Advancing Translational Sciences (NCATS).
# KDM4E inh: blocks human JMJD2E demethylase activity | 230,000 compounds, 1.6% hits | JMJD2E catalytic domain, FDH-coupled NADH fluorescence (FDH is formaldehyde dehydrogenase) | B2RXH2 | Potency, µM (highest dose often 57.1 µM), for the others: at the top dose activity change, negative = inhibition, hits mostly inhibitors; active = well fitted inhibition curve with a large enough effect, not every such curve was filed as active; inconclusive = small, poorly fitted or top-dose-only effect, or another doubt; inactive = no such curve, though single readings can be large or run the other way;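 also: 0% = wells with enzyme and -100% = buffer wells without enzyme; nearly all actives have a fitted effect of over 50% in size; many of its hits are not listed in these tables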
# L3MBTL1 block: inhibitors of human L3MBTL1. AlphaScreen L3MBTL1–H3K9me1 peptide binding. Q9Y468. 230,000 compounds, 0.66% hits. Potency, µM (titrated, usually from 57.1 µM), for the others: at the highest dose activity, negative = inhibition, hits mostly inhibitors; also: % is scaled to controls: 0 for no effect and ±100 for the full control effect; nearly all actives have a fitted effect of over 60% in size
# Target sequence (Q9Y468 whole entry, looked up): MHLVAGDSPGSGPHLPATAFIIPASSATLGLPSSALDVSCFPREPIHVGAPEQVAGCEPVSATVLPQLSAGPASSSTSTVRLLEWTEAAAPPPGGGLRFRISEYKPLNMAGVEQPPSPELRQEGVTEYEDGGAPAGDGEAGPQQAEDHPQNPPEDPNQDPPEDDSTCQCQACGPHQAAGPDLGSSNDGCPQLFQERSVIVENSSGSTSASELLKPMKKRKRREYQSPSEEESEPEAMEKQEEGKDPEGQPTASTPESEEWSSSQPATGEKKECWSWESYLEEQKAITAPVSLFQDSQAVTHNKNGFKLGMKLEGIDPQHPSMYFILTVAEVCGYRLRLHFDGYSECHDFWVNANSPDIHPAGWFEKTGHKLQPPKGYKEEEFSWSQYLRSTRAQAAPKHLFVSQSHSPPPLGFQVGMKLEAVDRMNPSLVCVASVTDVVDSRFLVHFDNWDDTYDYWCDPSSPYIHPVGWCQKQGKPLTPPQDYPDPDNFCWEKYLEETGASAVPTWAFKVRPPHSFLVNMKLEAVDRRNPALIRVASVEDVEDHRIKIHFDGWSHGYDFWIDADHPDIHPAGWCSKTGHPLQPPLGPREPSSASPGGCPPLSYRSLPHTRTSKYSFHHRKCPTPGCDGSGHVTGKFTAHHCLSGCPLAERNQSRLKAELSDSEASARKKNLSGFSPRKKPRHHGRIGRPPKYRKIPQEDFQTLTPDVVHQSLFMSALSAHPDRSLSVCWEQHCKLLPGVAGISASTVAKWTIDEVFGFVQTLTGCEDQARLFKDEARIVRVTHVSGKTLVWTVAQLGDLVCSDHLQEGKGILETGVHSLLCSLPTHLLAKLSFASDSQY
#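 AlphaScreen assay: L3MBTL1 (50 nM final) was preincubated 30 min at room temperature with biotinylated H3(1-15)K9me1 peptide (75 nM final), then 30 min with library compounds; streptavidin donor and nickel chelate acceptor beads (10 ug/mL final) added, 30 min dark.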
# LMNA splice mod: modulators of lamin A splicing | HeLa LMNA splicing GFP/RFP minigene ratio, 48 h | Potency, µM (doses to about 46.1 µM), inactives show at the highest dose ratio change, negative = inhibition, hits mostly inhibitors | 200,000 compounds, 0.01% hits | AID 1487; active = well fitted inhibition curve with a large enough effect in the signal ratio, with a control signal flat, not every such curve was filed as active; inconclusive = small, poorly fitted or top-dose-only effect, or effect the other way, or a change in a side signal; the % refers to the signal ratio; also: % is scaled to controls: 0 for no effect and ±100 for the full control effect
#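 S3 HeLa stable clones carrying a lamin A-EGFP splicing minigene plus DsRed2 were seeded at 600 cells/well in Opti-MEM with 2% FBS, pin-dosed and incubated 48 h at 37°C. Acumen cytometry (488 nm) gave the GFP/RFP total-intensity ratio.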
# SMN2 splice enh: enhancers of SMN2 splice variant expression | HEK293 SMN2-luciferase splicing reporter, luminescence, 30-36 h | Potency, µM (highest dose often 46.1 µM), without a hit: at the top dose activity change, positive = activation, hits mostly activators | 210,000 compounds, 2.8% hits; also: % of control where 0% means no effect; nearly all actives have a fitted effect of over 55% in size
#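 qHTS luciferase splicing reporter: luminescence rises when SMN2 exon 7 is included in transfected HEK293 cells. Compound exposure lasted 30-36 h at 37C, with 4.5 mM final sodium butyrate as control, followed by a ONE-Glo read.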
# ALDH1A1 block: blocks purified human ALDH1A1 activity | 220,000 compounds, 7.3% hits | P00352 | Potency, µM (titrated, usually from 75.3 µM), for the others: at the highest dose activity, negative = inhibition, hits mostly inhibitors | Purified ALDH1A1, NADH fluorescence, propionaldehyde substrate; active = well fitted inhibition curve with a large enough effect, not every such curve was filed as active; inconclusive = small, poorly fitted or top-dose-only effect, or another doubt; inactive = no such curve, though single readings can be large or run the other way;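 also: plate controls were no enzyme wells and a reference inhibitor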
# KinaseGlo FLuc: counter-screen: inhibitors of Kinase-Glo firefly luciferase | Q27757 | Kinase-Glo luciferase, ATP luminescence, 8 min | Potency, µM (series often up to 38.3 µM), without a hit: top-dose activity change, negative = inhibition, usual class: inhibitors | 200,000 compounds, 0.28% hits | AID 1379; also: % is scaled to controls: 0 for no effect and ±100 for the full control effect; nearly all actives have a fitted effect of over 60% in size
#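 Compound is pinned into ATP-containing buffer (10 uM ATP, imidazole pH 7.2, 7 mM MgCl2). Kinase-Glo luciferase reagent is then added. Light output is recorded following an 8-min room-temperature incubation.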
# RECQ1 helicase: RECQ1 (human) helicase inhibition; P46063; RECQ1 DNA unwinding, red fluorescence kinetic read; Potency, µM (doses to about 57.3 µM), inactives show at the highest dose activity, negative = inhibition, hits mostly inhibitors; 240,000 compounds, 0.54% hits;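 also: plate controls were vehicle for no effect and no enzyme for full effect; nearly all actives have a fitted effect of over 30% in size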
#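 50 nM RECQ1T1 preincubated 15 min with compound in Tris pH 8.0 buffer with MgCl2, DTT, Tween-20 and 2.5 ug/ml poly(dI-dC); started with 200 nM TAMRA/BHQ-2 forked duplex and 2 mM ATP. Unwinding read as fluorescence (525/598 nm), two reads 2 h apart.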
# Tau fibril ThT: inhibitors of human tau fibril formation, thioflavin T binding. P10636. recombinant tau K18 P301L, heparin-induced fibrillization, ThT fluorescence. Potency, µM (doses to about 57.4 µM), for the others: at the highest dose activity, negative = inhibition, usual class: inhibitors. 270,000 compounds, 2.1% hits; also: % is scaled to controls: 0 for no effect and ±100 for the full control effect; nearly all actives have a fitted effect of over 55% in size
# Target sequence (P10636 561-689 P618L limits assumed): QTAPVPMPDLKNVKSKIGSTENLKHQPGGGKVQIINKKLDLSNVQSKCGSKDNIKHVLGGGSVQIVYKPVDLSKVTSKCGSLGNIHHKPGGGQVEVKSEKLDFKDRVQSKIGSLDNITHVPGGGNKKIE
#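 ThT emission at 510 nm, taken 1 hr after adding 30 uM dye, quantifies aggregates formed when 20 uM heparin acts on human tau K18 P301L for 6 hr at 37 C.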
# An asterisk follows results filed as active; i = inactive; ? = inconclusive; / = not tested or not shown; & = joins results of further samples; [ ] = remark or other dose. Unless noted, calls follow the shape of the dose curve; as a rule, active = well fitted curve in the direction sought with a large enough effect; inconclusive = small, poorly fitted or top-dose-only effect, or another doubt; inactive = no such curve, though single readings can be large; an effect the other way counts as inactive or inconclusive. Potency is read from the fitted curve at half-maximal effect. These rows are one share of the data; the hit share may differ from the screen's.
# Values run as follows: KDM4E inh	L3MBTL1 block	LMNA splice mod	SMN2 splice enh	ALDH1A1 block	KinaseGlo FLuc	RECQ1 helicase	Tau fibril ThT
> N#Cc1ccc(CSc2nnc(-c3ccncc3)o2)cc1
    4%	8%	-1%[46 µM]	-21%	1%	1%	i	-2%
> COc1cc(NC(=O)c2ccco2)c(C(=O)OCC(=O)Nc2ncc(Cl)cc2Cl)cc1OC
    -11%	/	6%	?	24%	-4%	i	-9%
> Cn1c(=O)[nH]c(=O)c2c1nc(N1CCCCCC1)n2CCSc1nc2ccccc2o1
    6%	1%	/	/	5%	/	i	0%
> COC(=O)c1sc(S(=O)(=O)N2CCN(c3ccccc3)CC2)c(C(=O)OC)c1C
    11%	-7%	-13%	-2%	6%	7%	-10%	-9%
> O=C(NCc1cccc(F)c1)C1CCN(C(=O)c2sccc2-n2cccc2)CC1
    -1%	/	/	-11%	5µM*	/	i	-9%&-9%
> CN(C)C(=O)C1OC(C)(C)OC1C(=O)N(C)C (stereo not given)
    -5%	/	8%	-5%	9%	18%	-11%	-5%
> Cc1cc(NC(=O)COC(=O)c2ccc(S(=O)(=O)N3CCCc4ccccc43)cc2)no1
    3%	-5%	4%	-21%	?	-2%	-1%	-1%
> Cc1cc(C)cc(C(=O)OCC(=O)Nc2cccc(S(=O)(=O)NC3=NCCCCC3)c2)c1
    6%	6%	?	-20%	0%	-3%	4%	1%
> COc1cccc2cc(-c3nnc(SCC(=O)Nc4nc(C)cs4)n3C)oc12
    ?	6%	0%	-12%	5%	-6%	-7%	?
> COc1ccc2c(c1)C(=O)[C@@H](OC(=O)Nc1cc(OC)c(OC)c(OC)c1)[C@H](c1ccc(OC)c(Br)c1)O2
    -12%	/	/	-30%	2%	-1%	-5%	-15%
> COc1ccc(CCNC(=O)c2cc(-c3ccc(C)cc3O)n[nH]2)cc1OC
    10%	/	-8%	-6%	9%	1%	-8%	?
> Cc1ccc(F)cc1NC(=O)N1CCCN(c2ccc(C(F)(F)F)cn2)CC1
    ?	2%	/	/	/	/	i	0%
> CCc1ccc(N2CC(O)=C(c3nc4ccccc4c(=O)[nH]3)C2=N)cc1
    1%	-3%	/	-11%	-198%	-4%	21%	?
> CC(C)CCNC(=O)c1c[nH]c2ccc(S(=O)(=O)N3CCC4(CC3)OCCO4)cc2c1=O
    -3%	3%	?	-8%	-2%	1%	-4%	12%
> NC(=O)c1ccc(Oc2ccc(Cl)c3ccccc23)c([N+](=O)[O-])c1
    9%	-4%	?	-12%	7%	0%	0%	-4%
> Cc1nn(-c2ccccc2C(=O)O)c(=O)c2ccccc12
    -18%	/	-1%	/	-2%	-1%	2%	1%
> CCOC(=O)Cn1c(C(=O)OCC)cc2sccc21
    0%	/	4%	13%	4%	-2%	i	0%
> O=C(C1CCCN(S(=O)(=O)c2cccc3nonc23)C1)N1CCN(c2cccc(Cl)c2)CC1 (stereo not given)
    3%	/	?	2%&-14%	-12%	1%	-5%	-13%&-18%
> CCN(CC)CCNc1nc(-c2ccc(OC)cc2)c(-c2ccc(OC)cc2)s1
    -7%	-7%	-18%[46 µM]	/	-13%	/	-15%	-15%
> CCOC(=O)c1c(NC(=O)C2=C(C)NC(=S)NC2c2ccc(CC)cc2)sc(C)c1C (stereo not given)
    ?	-2%	?	-8%	28µM*	-2%	-12%	-10%

# Molecules from the list above that contain an aryl thioether with sulfur outside any ring:
# Values run as follows: KDM4E inh	L3MBTL1 block	LMNA splice mod	SMN2 splice enh	ALDH1A1 block	KinaseGlo FLuc	RECQ1 helicase	Tau fibril ThT
> N#Cc1ccc(CSc2nnc(-c3ccncc3)o2)cc1
    4%	8%	-1%[46 µM]	-21%	1%	1%	i	-2%
> Cn1c(=O)[nH]c(=O)c2c1nc(N1CCCCCC1)n2CCSc1nc2ccccc2o1
    6%	1%	/	/	5%	/	i	0%
> COc1cccc2cc(-c3nnc(SCC(=O)Nc4nc(C)cs4)n3C)oc12
    ?	6%	0%	-12%	5%	-6%	-7%	?

# More structures:
# Values run as follows: KDM4E inh	L3MBTL1 block	LMNA splice mod	SMN2 splice enh	ALDH1A1 block	KinaseGlo FLuc	RECQ1 helicase	Tau fibril ThT
> COc1ccc(N2C(=O)CC(NCCNc3ccc([N+](=O)[O-])cn3)C2=O)cc1 (stereo not given)
    -9%	5%	?	11%	1.8µM*	0%	-1%	-12%
> Cc1sc2ncnc(OCC(=O)N3CC(=O)Nc4ccccc43)c2c1C
    -3%	/	/	-16%	?	-3%	-5%	0%
> C=CCNc1nc(Cl)nc(Nc2ccc(OC)cc2)n1
    5%	-1%	7%	7%	8%	-5%	-3%	-15%
> CCCCC/C=C\C/C=C\C/C=C\CCCCCCC(=O)NCCCC(=O)O
    ?	/	/	12%	-2%	5%	6%	-5%
> CCOC(=O)C1=C(C)OC2(O)c3ccccc3C(=O)C12O (stereo not given)
    ?	?	/	/	/	/	4%	2µM*
> CC1CCN(CCNC(=O)CCS(=O)(=O)c2ccc(Br)cc2)CC1
    -3%	/	-10%	29%	0%	-1%	4%	6%
> Clc1ccc2oc(-c3cccnc3NCc3ccccc3)nc2c1
    ?	13%	1%	-7%	?	4%	3%	-8%
> Cn1c2ccccc2c(=O)c2c(=O)n(C3CCCCC3)c(-c3cccs3)nc21
    -1%	/	-7%	-17%	-12%	-4%	8%	?
> O=C(O)C(c1ccccc1)N1CCCC1 (stereo not given)
    -4%	12%	?	-8%	-2%	2%	0%	2%
> O=S(=O)(c1ccccc1)N(CC(O)CN1CCCCC1)c1ccccc1 (stereo not given)
    -7%	/	11%	2%	?	-2%	-4%	7%
> CCOC(=O)N1CCN(C(=O)c2ccc(NS(=O)(=O)c3ccc(F)cc3)cc2)CC1
    -9%	13%	/	-6%	-5%	-1%	i	-3%
> CC(OC(=O)c1cccc(S(=O)(=O)Nc2cccc(C(F)(F)F)c2)c1)C(=O)Nc1ccc2c(c1)OCCO2 (stereo not given)
    2%	0%	?	-84%[inhibitor]	-13%	1%	-3%	-12%
> C(=C\c1ccco1)/c1ccc2ccccc2n1
    ?	14µM*	/	/	/	/	8.9µM*	32µM*
> COc1cccc(C(=O)N2CCN(Cc3nc(CC4CC4)no3)CC2)c1
    -2%	-3%	/	/	/	/	-7%	2%
> Cc1ccc(-c2nc(CSCC(=O)N3CCN(c4ccccn4)CC3)c(C)o2)cc1
    -9%	/	-21%	-95%[inhibitor]	?	0%	3%	?
> CCCc1ccc(Oc2coc3cc(OCC(=O)Nc4ccccc4C)ccc3c2=O)cc1
    -2%	3%	-7%	-31%[inhibitor]	-3%	-1%	-6%	1%
> CC(CCC(=O)O)C1CCC2C3C(=O)CC4CC(=O)CC[C@@]4(C)C3CC(=O)[C@]12C (stereo not given in full)
    2%	/	/	-1%	-5%	0%	10%	-1%
> COc1ccc(CCNc2ccncn2)cc1OC
    -2%	/	-15%	-33%[inhibitor]	3%	-3%	-6%	-17%
> CCCCOC(=O)Nc1nnc(C(C)C)s1
    3%	/	/	?	-5%	0%	2%	8%
> Cc1oc(-c2ccccc2)cc1C(=O)Nc1ccccc1
    2%	/	7%	29%	6%	-3%	-4%	-11%

# Gathered by group, the entries above with two or more sulfur atoms (3)
# Values run as follows: KDM4E inh	L3MBTL1 block	LMNA splice mod	SMN2 splice enh	ALDH1A1 block	KinaseGlo FLuc	RECQ1 helicase	Tau fibril ThT
> COC(=O)c1sc(S(=O)(=O)N2CCN(c3ccccc3)CC2)c(C(=O)OC)c1C
    11%	-7%	-13%	-2%	6%	7%	-10%	-9%
> COc1cccc2cc(-c3nnc(SCC(=O)Nc4nc(C)cs4)n3C)oc12
    ?	6%	0%	-12%	5%	-6%	-7%	?
> CCOC(=O)c1c(NC(=O)C2=C(C)NC(=S)NC2c2ccc(CC)cc2)sc(C)c1C (stereo not given)
    ?	-2%	?	-8%	28µM*	-2%	-12%	-10%

# Other compounds:
# Values run as follows: KDM4E inh	L3MBTL1 block	LMNA splice mod	SMN2 splice enh	ALDH1A1 block	KinaseGlo FLuc	RECQ1 helicase	Tau fibril ThT
> CCOC(=O)c1ccc(NS(=O)(=O)c2ccc3[nH]c(=O)[nH]c3c2)cc1
    6%	-11%	-10%	-5%	16µM*	-1%	2%	-18%
> CCN(CC)S(=O)(=O)c1cccc(NC(=O)CN(C)Cc2cccc(OC)c2)c1
    ?	5%	/	/	/	/	13%	-2%
> Cc1nc(NC(=O)c2ccco2)sc1-c1csc(Nc2ccc(Cl)cc2Cl)n1
    ?	0%	?	-2%	-7%	-1%	-23%	?
> COc1ccc(S(=O)(=O)NCC2CCC(C(=O)NCc3ccco3)CC2)cc1 (stereo not given)
    0%	-3%	?	/	13%	/	-1%	-12%
> CCOC(=O)C(C(=O)Nc1nccs1)C1CCCCC1 (stereo not given)
    -1%	-4%	2%	1%	3%	1%	i	-1%
> O=C(CCN1C(=O)c2ccccc2C1=O)C1=NN[C@@H]2C(=O)N(c3ccc4c(c3)OCO4)C(=O)[C@H]12
    -3%	5%	/	/	/	/	i	-14%
> Nc1nc2nonc2nc1N1CCCCC1
    -3%	10%	11%	-4%	-4%	-2%	-3%	0%
> CCOC(=O)c1c(CN(CC)CC)oc2cc(Br)c(O)cc12
    3%	/	15%	10%	?	-1%	-5%	-5%
> Cc1cccc(N=C2NC(=O)CS2)c1
    -10%	6%	1%	-4%	8%	-2%	-5%	1%
> CCn1nc([N+](=O)[O-])c2c(-c3nc4ccccc4o3)c(N)n(CCCOC)c2c1=O
    ?	/	?	17%	8%	1%	-3%	?
> CC(=O)c1cc(N2CCC(C(=O)O)CC2)ccc1[N+](=O)[O-]
    4%	/	/	14%	1%	3%	-1%	-15%
> O=C(CNC(=O)c1ccccc1)NCCc1nc2ccccc2[nH]1
    3%	/	0%	7%	7%	-1%	?	-7%
> Cc1cc(NC(=O)CN2CCOCC2)n(-c2nc3ccccc3s2)n1
    -2%	/	-4%	4%	22µM*	2%	i	-9%
> O=c1c2cc(NC(=S)NCc3cccnc3)ccc2nc2n1CCCCC2
    ?	-13%	?	-16%	?	-3%	-3%	-4%
